D2 antag = D2 dopamine receptor (human) antagonism | 2% of 340,000 active | inhibition, % at 10 µM | AID 485344 | HEK293 TREx D2 cells, calcium flux, dopamine EC80; in the data active means inhibition above about 30%; further: 0% is about no effect
Target sequence (P14416 whole entry, looked up): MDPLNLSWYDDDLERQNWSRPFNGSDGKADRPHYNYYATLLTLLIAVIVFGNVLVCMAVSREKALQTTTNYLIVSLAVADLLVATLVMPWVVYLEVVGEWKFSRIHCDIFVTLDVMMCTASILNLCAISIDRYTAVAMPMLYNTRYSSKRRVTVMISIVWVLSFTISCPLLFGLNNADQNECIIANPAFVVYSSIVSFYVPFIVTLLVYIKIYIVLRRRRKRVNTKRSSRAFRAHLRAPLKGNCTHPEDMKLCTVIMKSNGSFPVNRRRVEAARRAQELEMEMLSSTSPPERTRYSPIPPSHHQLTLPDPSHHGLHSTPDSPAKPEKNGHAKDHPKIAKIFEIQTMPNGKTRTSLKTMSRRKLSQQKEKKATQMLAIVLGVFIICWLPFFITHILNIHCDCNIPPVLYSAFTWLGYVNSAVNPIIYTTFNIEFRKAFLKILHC
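Overnight-induced (tetracycline, 30 C) HEK293 T-REx cells carrying force-coupled D2 receive a no-wash calcium dye, then compound, then EC80 dopamine at 180 s; signals are read kinetically throughout.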
D2 ag = agonists of human D2 dopamine receptor; HEK293 T-REx D2 cells, calcium flux agonist mode; activation, % at 2 µM; 0.53% of 340,000 active;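 active means activation over 3 SD above normal in the single-dose calcium agonist read, cut at about 30% in these data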; further: 0% is about no effect
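HEK293 Trex D2 cells, tetracycline-induced, o/n 30 C 5% CO2; no-wash Ca dye, RT 30–90 min; 10-cycle baseline, 23 nl cpd added, kinetic Ca read 180 s; agonist hits = positive Ca response.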
ERG-DNA inh = blocks human ERG Ets domain binding to DNA; Potency, µM (series often up to 76.9 µM), without a hit: at the top dose FP activity, negative = inhibition, hits mostly inhibitors; fluorescence polarization, His-ERG Ets domain / labelled DNA; 0.028% of 370,000 active; AID 624246; active means well fitted inhibition curve with a large enough effect in the polarisation, with a control signal flat; inconclusive means small, poorly fitted or top-dose-only effect, or effect the other way, or a change in a side signal; inactive means no such curve, though single readings can be large or run the other way; the % refers to the polarisation;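 further: polarization taken with two DNA probes labelled with fluorescein and Texas red; potency means the concentration at half of the fitted maximal effect; % of control where 0% means no effect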
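His-tagged ERG Ets domain (1 uM in the protein solution; 300mM KCl, 50mM Tris-HCl, 1mM EDTA, 1mM DTT, pH 7.5) received compound, then a probe mix of 5 nM fluorescein-DNA and 100nM Texas-615-DNA. Fluorescence polarization was read for both dyes.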
LDHA inh = blocks human lactate dehydrogenase A; activity change, % (values are at about 110 or 230 µM); purified LDHA, NADH/diaphorase-resazurin fluorescence; hits give low values; P00338; AID 1347041; 0.15% of 480,000 active; in the data active means activity change below about -30%; inconclusive means mostly about -25% to -30%;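 further: plate controls were DMSO wells for no effect and wells without enzyme for full effect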
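Enzyme activity of human lactate dehydrogenase 5 (2 nM; 0.06 mM NADH, 0.2 mM pyruvate, 5 min, RT) is measured via a resazurin/diaphorase fluorescence readout of residual NADH.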
Vif-APOBEC3F blk = inhibitors of Vif-A3F interaction; HeLa A3F-eYFP + Vif (tagged APOBEC3F with the HIV-1 protein that degrades it), YFP fluorescence increase; Potency, µM (highest dose often 46.1 µM), for inactives: top-dose activity, negative = active; 0.2% of 390,000 active; AID 602313; further: potency means the concentration at half of the fitted maximal effect; % of control where 0% means no effect; nearly all actives have a fitted effect of over 65% in size
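HeLa cells stably expressing Vif plus C-terminally eYFP-tagged A3F were seeded, incubated overnight at 37 deg C, dosed with compound, incubated overnight again at 37 deg C. Yellow fluorescence (Ex 488/Em 500-530) reported blocked Vif-mediated A3F-eYFP degradation.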
12-LOX inh = blocks human arachidonate 12S-lipoxygenase; P18054; purified 12hLO, xylenol orange hydroperoxide absorbance; AID 1671190; Potency, µM (titrated, usually from 108 µM), for the others: at the highest dose activity change, negative = inhibition, most hits filed as inhibitors; 1.1% of 580,000 active; further: potency means the concentration at half of the fitted maximal effect; on the % scale 0 is the no-effect control and ±100 the full control effect
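Hydroperoxide product was detected by ferrous iron/xylenol orange as the 573 to 405 nm absorbance ratio. Arachidonic acid at 40 uM (final) was turned over for 30 min at room temperature by 150 nM human 12hLO, pH 7.0 Hepes buffer, after 15 min compound preincubation.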
RGS4 inh = blocks human RGS4-accelerated GTP hydrolysis. 0.039% of 390,000 active. Transcreener GDP fluorescence polarization, RGS4-accelerated GTP hydrolysis. Potency, µM (doses to about 114 µM), for inactives: at the highest dose activity change, negative = inhibition, most hits filed as inhibitors. AID 504845. P49798; further: potency means the concentration at half of the fitted maximal effect; on the % scale 0 is the no-effect control and ±100 the full control effect; nearly all actives have a fitted effect of over 75% in size; some results filed as inactive show a strong effect at the top dose
Target sequence (P49798 whole entry, looked up): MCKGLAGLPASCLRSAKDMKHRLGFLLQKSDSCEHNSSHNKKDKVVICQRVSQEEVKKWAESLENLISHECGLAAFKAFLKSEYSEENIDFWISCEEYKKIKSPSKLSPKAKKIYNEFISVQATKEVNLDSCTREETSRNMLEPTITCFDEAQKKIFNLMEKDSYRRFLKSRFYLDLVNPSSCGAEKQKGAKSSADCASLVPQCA
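MLSMR compounds (23 nl, pin-transferred) preincubated 10 min at room temperature with a 500nM (2x) first reagent, then RGS4 at 900nM (2x) plus Transcreener GDP mix added; fluorescence polarization (620/688 nm) read before and after 90 min at 30 °C.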
GRP78 ERSR act = ER stress response induction in glioma. U87-MG GRP78 promoter luciferase reporter, 16 h. Potency, µM, without a hit: at the highest dose activation, actives largely listed as activators. 0.02% of 420,000 active; further: potency means the concentration at half of the fitted maximal effect; series mostly up to about 76 µM; % of control where 0% means no effect; nearly all actives have a fitted effect of over 35% in size
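ERSR induction read as luciferase luminescence (Bright-Glo, 10 min at room temperature) in stably transfected human U87-MG glioma cells exposed to compounds for 16 h, using GRP78 as sensor.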
Vif-A3G inh = Vif-A3G binding inhibition; AID 602310; 0.076% of 410,000 active; HeLa A3G-eYFP + Vif (tagged APOBEC3G with the HIV-1 protein that degrades it), YFP fluorescence, overnight; Q9HC16; Potency, µM (titrated, usually from 46.1 µM), for the others: top-dose activity, negative = active, hits mostly inhibitors;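 further: potency means the concentration at half of the fitted maximal effect; on the % scale 0 is the no-effect control and ±100 the full control effect; nearly all actives have a fitted effect of over 60% in size; hits raise eYFP signal because A3G escapes Vif-driven loss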
Target sequence (Q9HC16 whole entry, looked up): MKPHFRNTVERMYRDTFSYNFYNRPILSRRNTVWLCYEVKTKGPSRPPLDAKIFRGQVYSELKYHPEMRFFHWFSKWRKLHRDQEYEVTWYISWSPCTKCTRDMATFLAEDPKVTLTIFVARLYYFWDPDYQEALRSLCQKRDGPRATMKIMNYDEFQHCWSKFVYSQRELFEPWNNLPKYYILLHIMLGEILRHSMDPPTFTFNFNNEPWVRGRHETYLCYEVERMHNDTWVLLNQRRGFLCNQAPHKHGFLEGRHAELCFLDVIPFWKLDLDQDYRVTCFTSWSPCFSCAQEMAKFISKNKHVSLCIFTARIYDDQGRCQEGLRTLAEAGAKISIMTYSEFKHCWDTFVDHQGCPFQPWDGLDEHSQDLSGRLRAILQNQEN
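Read-out is eYFP fluorescence (Ex 488/Em 500-530) from Vif-expressing HeLa A3G-eYFP cells; more signal means A3G escaped Vif-mediated degradation. Cells plated overnight, compound pinned in, incubated overnight at 37 deg C.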
* = called active by the depositor; ? = inconclusive; nt = not tested or not shown; [ ] = another dose, or the depositor's remark. Unless noted, the call rests on the fitted dose curve; in most records, active means well fitted curve in the direction sought with a large enough effect; inconclusive means small, poorly fitted or top-dose-only effect, or another doubt; inactive means no such curve, though single readings can be large; an effect the other way counts as inactive or inconclusive.

SMILES | D2 antag | D2 ag | ERG-DNA inh | LDHA inh | Vif-APOBEC3F blk | 12-LOX inh | RGS4 inh | GRP78 ERSR act | Vif-A3G inh
COc1ccc(Cl)cc1N1C(=O)CC(N2CCN(S(=O)(=O)c3ccccc3F)CC2)C1=O (configuration not stated) | nt | nt | 17% | 1 | 5% | 12% | -4% | -3% | -8%
CCOC(=O)NC(=O)CSc1nnc(SCCC(=O)O)s1 | 4 | 0.0 | 0% | -7 | -21% | -12% | 2% | -4% | 3%
Cc1ccccc1NS(=O)(=O)c1ccc(NC(=O)c2nc3ncccn3n2)cc1 | nt | nt | nt | -13 | -12% | 12% | -13% | -6% | -5%
C/C(=N/NC(=O)Cc1cc(=O)[nH][nH]1)c1ccc([N+](=O)[O-])cc1 | 1 | 0.8 | 9% | -1 | 3% | -5% | -10% | -5% | 1%
O=C(/C=C\c1ccc(-c2ccccc2)o1)c1ccccc1 | nt | nt | -9% | -1 | -30% | ? | -44% | 2% | ?
CNC(=S)N/N=C/c1cn(Cc2ccc(C)cc2)c2ccccc12 | -24 | -1.5 | 6% | -4 | -8% | ? | 16% | -2% | -19%
Cc1nc2c(ncn2-c2ccccc2)c(=O)n1NC(=O)CN1CCCC1 | -2 | 0.9 | 18% | 1 | 6% | 5% | -14% | 3% | 9%
COc1ccc(S(=O)(=O)N2CC(C(=O)O)Oc3ccc(CC(=O)O)cc32)cc1 (configuration not stated) | -17 | 0.7 | -1% | -6 | -8% | 28% | 3% | -3% | -6%
COc1cccc(NC(=O)C2(C)CCN2Cc2ccc(OC(C)C)cc2)c1 (configuration not stated) | nt | nt | nt | -2 | nt | 1% | nt | -5% | -1%
CCCCn1c(N)c(N(CCOC)C(=O)c2cc(-c3ccc(F)cc3)nc3ccccc23)c(=O)[nH]c1=O | 4 | -1.1 | 10% | -3 | ? | ? | -27% | -2% | -3%
C#CCOc1ccc(/C=C2/C(=O)NN(c3ccc(F)cc3)C2=O)cc1OC | -30 | 5.2 | -8% | 0 | -3% | ? | -39% | 0% | 0%
O=C(CNC(=O)c1ccco1)OC(C(=O)c1ccccc1)c1ccccc1 (configuration not stated) | -15 | -0.3 | -6% | -2 | -6% | -20% | 12% | -5% | 1%
COC(=O)c1nc2n(n1)C(c1cc(OC)ccc1OC)C(C(=O)OC1CCCCC1)=C(C)N2 (configuration not stated) | 6 | 2.3 | 5% | 0 | -7% | 0% | -19% | 1% | 0%
CC1CCCCC1NC(=O)CCn1c(=O)oc2ccccc21 (configuration not stated) | 9 | 1.0 | nt | 0 | -1% | 18% | -15% | -3% | 0%
O=C(Nc1ccnn1C1CCN(CCCc2ccccc2)CC1)c1cccc(F)c1 | 28 | 34* | 11% | -5 | 7% | 11% | 24% | 0% | 0%
CCOc1ccc(-c2cc3c(=O)n(Cc4nc(-c5cccc(OC)c5OC)oc4C)ccn3n2)cc1Cl | nt | 0.7 | 2% | -19 | -1% | -2% | 1% | 2% | 7%
COc1ccc(-c2nnc(SCc3cccnc3)o2)cc1 | 19 | 0.4 | -2% | -2 | nt | 0% | 43% | -3% | 0%
Brc1ccc(C2=CSC3=NCCN23)cc1 | 4 | 2.7 | -10% | -3 | 14% | 4% | -43% | -4% | 1%
CCCCC1CC(C)(C(=O)CSc2nc3ccccc3s2)OC1=O (configuration not stated) | 19 | 0.3 | -15% | -3 | 4% | 27% | 1% | -4% | -1%
COc1ccccc1N(C)S(=O)(=O)c1ccc(C(=O)OCC(=O)Nc2ccc(C(N)=O)cc2)cc1 | 9 | 0.3 | 5% | -15 | -8% | ? | -5% | -1% | -26%
CCN(CC)c1ccc(NC(=O)c2cc3c(=O)n4cccc(C)c4nc3n2C)c(C)c1 | nt | 0.3 | -4% | 2 | 7% | -24% | 5% | -3% | -5%
CCC(c1nc2ccccc2[nH]1)N(CCCn1ccnc1)C(=O)c1ccc(C(F)(F)F)cc1 (configuration not stated) | nt | nt | nt | 4 | nt | 0% | nt | -2% | -6%
Cc1cc(=O)[nH]c(=O)n1Cc1ccccc1 | 3 | 0.5 | -12% | -6 | 1% | 0% | -8% | -3% | 3%
CCN(CC(=O)Nc1cc(Cl)ccc1C)C(=O)CCOc1ccc(C)cc1 | nt | nt | -9% | -6 | -1% | ? | 0% | -3% | -2%
Cc1onc(-c2c(Cl)cccc2Cl)c1NC(=O)N(C)N | -7 | -0.4 | -15% | -2 | -4% | 10% | 4% | -4% | ?
CCC(CC)NC(=O)Cc1ccccc1[N+](=O)[O-] | -12 | -1.2 | -12% | 2 | -8% | 0% | 6% | -4% | 0%
COc1ccc(C2CC(c3cccs3)Nc3nnnn32)cc1 (configuration not stated) | 8 | 1.0 | 9% | -3 | -5% | 0% | 21% | 4% | -1%
CC(C)(C)N1CC23CCC(C[C@@H]2C1=O)O3 (some centres not stated) | nt | nt | -9% | -2 | 0% | -2% | -10% | -4% | 4%
CCN(c1cccc(C)c1)S(=O)(=O)c1ccc2[nH]c(=O)c(=O)[nH]c2c1 | -4 | 0.9 | -6% | 0 | 2% | 1% | -4% | -7% | 0%
COc1ccc(C(C)(NC(C)=O)c2nc(-c3cccc(NC(C)=O)c3)cs2)cc1 (configuration not stated) | nt | nt | nt | -6 | nt | -4% | nt | -3% | -3%
CC(=O)N(C)c1ccc(OCC(O)COc2ccc(N(C)C(C)=O)cc2)cc1 | 7 | 0.1 | -1% | -7 | -1% | 0% | -37% | 6% | 4%
Cc1nn(-c2ccccc2)c2c1C(c1ccc(Br)s1)C(C#N)=C(N)O2 (configuration not stated) | -9 | 2.4 | 9% | 0 | 0% | nt | -25% | -1% | -19%
Cn1c(CN2CCOCC2)nc2cc(NC(=O)c3ccc(F)cc3)ccc21 | -3 | -1.2 | nt | 4 | 0% | 5% | -7% | -2% | 1%
Cc1ccc(OCc2cc(C(=O)N(C)Cc3cnn(C)c3)no2)cc1C | nt | nt | nt | 2 | -3% | -28% | nt | 6% | 0%
O=S(=O)(NCCSc1ccc(Cl)cc1)c1ccc(F)cc1 | -10 | -1.3 | -6% | -4 | -11% | -8% | -1% | -9% | -5%
CCNC(=O)N1CCN(S(=O)(=O)c2ccc3c(c2)OCCCO3)CC1 | 12 | -1.0 | -1% | -1 | 3% | -7% | 5% | -5% | 0%
Cn1c(=N)c(S(=O)(=O)c2ccccc2)cc2c(=O)n3ccccc3nc21 | 1 | 0.4 | -7% | 0 | -4% | 0% | 3% | -1% | 1%
CCCc1cc(=O)oc2cc(C)cc(OCC(=O)O)c12 | 4 | -1.2 | 3% | -1 | nt | 0% | 48% | -3% | -5%
Cc1c(Br)c([N+](=O)[O-])nn1CCCC(=O)Nc1sc2c(c1C(N)=O)CCC(C)C2 (configuration not stated) | nt | nt | nt | -5 | -9% | -4% | -50% | -3% | -1%
CCOc1ccc(CCNC(=O)CN2C(=O)CCSc3ccccc32)cc1 | 16 | -0.1 | 0% | -9 | 4% | 10% | -15%[56.9 µM] | -3% | -7%
O=C(Nc1ccc(CN2CCS(=O)(=O)CC2)cc1)c1ccc(C(F)(F)F)cc1 | 10 | -0.8 | -9% | 1 | -8% | 5% | -29% | -2% | 1%
O=C(CCCN1C(=O)/C(=C\c2ccccc2)SC1=S)N1CCOCC1 | nt | nt | 13% | -7 | 2% | -28% | 7% | -3% | 0%
CC(C)(C)OC(=O)N1CCCC(C(=O)Nc2ccc(C(=O)N3CCCCC3)cc2)C1 (configuration not stated) | nt | nt | -1% | 0 | 2% | 7% | 5% | -5% | 5%
O=C(NCCc1c[nH]c2ccc(Cl)cc12)c1ccc([N+](=O)[O-])cc1 | 10 | 1.0 | -16% | -4 | 4% | -7% | -13% | -5% | -5%
CCn1c(SCC(=O)NC2CCCC2)nnc1-c1ccoc1C | 23 | 1.5 | -7% | -7 | -1% | -1% | 15% | -2% | 6%
C=CCc1c(OC)ccc2c1c(S(=O)(=O)c1ccc(C)cc1)cn2COC | 0 | -0.9 | 18% | 0 | -4% | 7% | 4% | -6% | -3%
CCC(=O)Nc1ccc(S(=O)(=O)Nc2c(NC)c3ccccc3oc2=O)cc1 | 3 | -1.2 | 7% | -7 | -3% | 2% | -3% | 1% | -4%
COC(=O)c1ccccc1NC(=O)c1ccccc1OC | nt | nt | 3% | -2 | 1% | -17% | -28% | 5% | -17%
O=C(COC(=O)/C=C/c1cccs1)Nc1ccc(Cl)cc1F | nt | nt | 10% | -6 | 3% | 12% | -32% | -3% | -1%
CCCN(Cc1nnc(-c2cccs2)o1)C(=O)CN1C(=O)NC2(CCCCC2C)C1=O (configuration not stated) | -12 | 0.4 | -4% | -18 | 1% | 11% | 6% | -2% | -5%
Cc1ccc(S(=O)(=O)N(C)C)cc1NC(=O)c1cc(-c2ccco2)nc2ccccc12 | -5 | 0.0 | 4% | 5 | -5% | nt | ? | -3% | -3%
CC(C)(C)c1cc(C(=O)N/N=C/c2ccccc2O)n(-c2ccccc2)n1 | -34 | 0.1 | -3% | -2 | -11% | 21% | -16% | -4% | -3%

These rows are one share of the data; count on the stated rates, not on these rows.
